High-throughput results deposited in PubChem by several laboratories.
MT1-MMP act inh: MT1-MMP (human) activation inhibition. P50281. HT1080 RFP-PRO-GFP cells, GFP/RFP ratio fluorescence, overnight; percent of plate control window, DMSO zero. GFP/RFP ratio change, % at 20 µM. hit rate 0.061% among 360,000. AID 651647;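 active = GFP/RFP ratio change of at least 30% with cell ATP level not reduced by more than half and red fluorescence within 50% of control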; note: strong numbers were not always called active
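Compound: 20 µM single dose, 1% DMSO / System: HT1080 RFP-PRO-GFP cells / Controls: DMSO and RFP-L50D-GFP cell wells / Read-out basis: GFP/RFP fluorescence ratio / Schedule: overnight compound exposure at 37 °C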
Rin1 Abl inh: inhibitors of human Rin1-Abl protein interaction | P00519+Q13671 | TR-FRET Rin1/Abl binding, biochemical | inhibition, % at 7.35 µM | hit rate 0.4% among 360,000; in the data active = inhibition above about 5%, passing the limit was not always enough
MsrA inh: inhibitors of bovine MsrA; purified bovine MsrA, absorbance read-out; inhibition, % at 15.5 µM; AID 651718; hit rate 0.75% among 360,000; in the data active = inhibition above about 4.5%;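 note: 0% = vehicle wells with enzyme and 100% = reference inhibitor wells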
MsrA act: bovine methionine sulfoxide reductase A activation; purified bovine MsrA, absorbance read-out; activation, % at 10.6 µM; hit rate 0.3% among 360,000; AID 602163; in the data active = activation above about 7.5%;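 note: 0% = vehicle and 100% = reference activator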
CSN inh: blocks human CSN-mediated cullin deneddylation; Q92905; Purified CSN, SCF-Nedd8-OG deneddylation, fluorescence polarization; inhibition, % at 12.5 µM; hit rate 0.38% among 360,000; AID 651999;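 active = pattern-corrected inhibition above about 35%, with an unprinted fluorescence ratio check between 0.5 and 1.5, limit read from the data, passing the limit was not always enough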;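 note: 0% = enzyme with substrate and 100% = substrate without enzyme; some results filed as inactive read as strong as hits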
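assay system = purified human Csn5 enzyme expressed in HEK293T cells | amount = 0.24 nM enzyme | buffer or medium = Tris/NaCl/DTT buffer, pH 7.5 | reagent = 10 nM SCFSkp2-Nedd8OG | compound = one concentration, 12.5 µM, 0.25% DMSO | times = 90 min reaction at room temperature | signal = FP | read-out basis = % inhibition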
Rpn11 block: inhibitors of human proteasome Rpn11. O00487. human 26S proteasome, Ub4-pepOG fluorescence polarization; 20S core pre-blocked with epoxomicin. calls only at 20 µM. hit rate 0.59% among 360,000;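 active = inhibition at 20 µM, scaled to each plate's controls, above about 33%, limit read from the data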
Target sequence (O00487 whole entry, looked up): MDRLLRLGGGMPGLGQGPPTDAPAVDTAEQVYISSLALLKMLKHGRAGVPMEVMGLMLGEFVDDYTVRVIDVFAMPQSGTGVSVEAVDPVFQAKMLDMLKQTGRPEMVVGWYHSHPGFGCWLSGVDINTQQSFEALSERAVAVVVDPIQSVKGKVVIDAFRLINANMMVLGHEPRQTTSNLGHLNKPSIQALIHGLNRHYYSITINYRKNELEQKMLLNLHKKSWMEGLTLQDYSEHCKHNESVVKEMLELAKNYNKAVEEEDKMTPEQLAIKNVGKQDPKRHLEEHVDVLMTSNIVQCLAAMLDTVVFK
FAS-TE inh: inhibitors of human fatty acid synthase thioesterase domain | AID 602261 | hit rate 0.67% among 360,000 | inhibition, % at 15 µM | recombinant FAS-TE, OMFH fluorogenic substrate, fluorescence endpoint | P49327;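 active = compounds whose normalised, plate-corrected inhibition of enzyme fluorescence in the single-dose primary screen is 50% or more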;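 note: 0% = DMSO with enzyme and 100% = substrate without enzyme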
MLLE-PAM2 inh: blocks PAM2 peptide binding to the PABP1 MLLE domain; P11940; GST-MLLE / FITC-PAM2 fluorescence polarization; inhibition, % at 20 µM; hit rate 0.36% among 360,000; AID 588489; in the data active = inhibition above about 35%, passing the limit was not always enough;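 note: plate controls were DMSO wells with GST-MLLE for no effect and wells lacking GST-MLLE protein for full effect; some results filed as inactive read as strong as hits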
Target sequence (P11940 whole entry, looked up, the tested form may be a part): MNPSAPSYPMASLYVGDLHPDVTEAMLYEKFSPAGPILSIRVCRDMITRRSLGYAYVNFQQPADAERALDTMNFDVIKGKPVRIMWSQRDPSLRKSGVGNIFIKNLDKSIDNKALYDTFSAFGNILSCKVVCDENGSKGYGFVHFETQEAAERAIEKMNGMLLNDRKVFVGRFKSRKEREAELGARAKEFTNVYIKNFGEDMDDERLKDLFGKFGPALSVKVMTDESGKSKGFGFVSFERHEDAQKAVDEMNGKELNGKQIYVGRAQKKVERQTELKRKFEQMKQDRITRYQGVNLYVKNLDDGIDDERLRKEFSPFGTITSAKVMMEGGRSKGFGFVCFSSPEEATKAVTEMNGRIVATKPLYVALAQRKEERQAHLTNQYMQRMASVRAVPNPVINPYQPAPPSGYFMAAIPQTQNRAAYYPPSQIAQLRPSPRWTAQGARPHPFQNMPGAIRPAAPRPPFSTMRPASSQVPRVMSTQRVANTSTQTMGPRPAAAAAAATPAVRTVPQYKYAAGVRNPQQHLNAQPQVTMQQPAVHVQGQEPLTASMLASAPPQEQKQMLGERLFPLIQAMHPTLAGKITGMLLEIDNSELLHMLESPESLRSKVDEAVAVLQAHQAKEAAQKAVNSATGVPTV
eLon inh: inhibitors of E. coli Lon protease | purified E. coli Lon protease, fluorescence polarization | hit rate 0.42% among 360,000 | inhibition, % at 7.94 µM; in the data active = inhibition above about 13%, passing the limit was not always enough;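 note: 0% = enzyme with probe and DMSO and 100% = no enzyme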
* marks the source's active call; other numbers are inactive results; i = inactive; x = not tested or not shown.

SMILES	MT1-MMP act inh	Rin1 Abl inh	MsrA inh	MsrA act	CSN inh	Rpn11 block	FAS-TE inh	MLLE-PAM2 inh	eLon inh
CCOc1ccc(NC(=O)C2CCN(C(=O)NCc3ccccc3)CC2)cc1	5.7	0.5	0.5	-3.5	1.4	i	-8.4	1.5	-8.1
O=C(c1ccc(N2CCN(C(=O)c3ccccc3Br)CC2)cc1)c1cccc(F)c1	-0.1	-2.4	1.5	-1.5	3.8	i	25.4	-3.0	-2.2
COc1ccc(N(C(=O)c2ccco2)C(C(=O)NC2CCCC2)c2cccs2)cc1OC (stereo not given)	x	0.8	1.3	-2.3	0.2	i	-0.3	22.9	-1.0
CC(=O)c1ccc(Nc2nc(C)cc(C)n2)cc1	0.4	-3.5	3.0	-3.3	1.5	i	-1.4	-10.7	4.1
CCCc1nc2ccccc2c(=O)n1N	-3.5	-5.1	-1.4	-1.3	0.4	i	-8.9	-6.8	5.4
CCCn1c(N2CCN(C(=O)N3CCCCC3)CC2)nc2ccccc21	3.3	-0.2	1.2	-8.2	0.0	i	-11.0	-8.5	-4.6
Cc1[nH]c2ccccc2c1CCO	-7.3	-1.6	-0.1	1.7	2.5	i	-3.8	-8.3	4.5
CC1CCCc2sc3nc(N4CCN(CCO)CC4)n4ncnc4c3c21 (stereo not given)	5.6	5.2	-1.4	-3.4	0.9	i	-11.3	-8.9	-5.2
CCOC(=O)C[C@H]1c2ccccc2S(=O)(=O)N1Cc1cccc(C(F)(F)F)c1	5.9	1.0	0.1	-2.1	3.4	i	13.9	-2.8	4.5
Cc1ccc(C)c(CN2CCN(c3ncccn3)CC2)c1	3.0	-0.4	0.8	-4.1	0.8	i	1.7	-2.0	-8.0
O=C(NC1CSCC1OC(=O)c1ccccc1)c1ccccc1 (stereo not given)	-1.2	1.8	-0.9	-2.6	-0.4	i	-0.1	3.3	-1.2
Cc1c(C(=O)N2CCN(c3ccc(C(F)(F)F)cn3)CC2)oc2ccccc12	-1.0	-5.6	-0.7	-2.8	5.0	i	19.9	-5.9	5.0
COc1ccc(CC(C(=O)Nc2cc(C)ccc2C)/C(N)=N/O)cc1 (stereo not given)	2.4	-2.7	-1.1	-9.3	3.4	i	-12.2	-0.5	-0.5
O=C(NCc1ccccc1)c1cc(C2CCCCN2C(=O)CCc2ccccc2)on1 (stereo not given)	-1.6	0.2	0.2	-8.0	-0.9	i	5.6	3.3	4.8
COC(=O)c1sc(NC(=O)CSc2nnnn2-c2cccc(OC)c2)nc1C	-2.1	-3.1	0.0	-0.2	2.4	i	-3.6	-6.4	1.6
O=C1C=C(c2cc3ccccc3o2)C[C@@H](c2ccc(F)cc2)C1	3.3	1.2	0.6	-4.8	-3.8	i	12.8	-13.7	0.5
COC[C@H]1CCCN1c1ccc2c(c1)O[C@H](COCc1ccccc1)CN([C@H](C)c1ccccc1)S2(=O)=O	-2.9	x	0.6	-1.5	-2.6	x	21.6	x	2.1
COc1cc2c(cc1OC)-c1nncn1C(C)(C)C2	1.9	3.8	-0.6	-4.0	0.1	i	-8.2	0.6	-9.7
O=C(CSC(=S)N1CCCC1)N/N=C/c1c(O)[nH]c(=S)[nH]c1=O	-9.3	2.7	5.2*	-1.3	-5.7	i	-3.1	-21.8	-60.5
O=C(CSc1cccc(C(F)(F)F)c1)Nc1nnc(C2CC2)s1	1.8	-0.1	0.7	-2.1	-3.4	i	-2.7	-10.0	-1.9

Random excerpt: 2 records from the list
SMILES	MT1-MMP act inh	Rin1 Abl inh	MsrA inh	MsrA act	CSN inh	Rpn11 block	FAS-TE inh	MLLE-PAM2 inh	eLon inh
O=C(NCc1ccccc1)c1cc(C2CCCCN2C(=O)CCc2ccccc2)on1 (stereo not given)	-1.6	0.2	0.2	-8.0	-0.9	i	5.6	3.3	4.8
Cc1ccc(C)c(CN2CCN(c3ncccn3)CC2)c1	3.0	-0.4	0.8	-4.1	0.8	i	1.7	-2.0	-8.0

(next part)
SMILES	MT1-MMP act inh	Rin1 Abl inh	MsrA inh	MsrA act	CSN inh	Rpn11 block	FAS-TE inh	MLLE-PAM2 inh	eLon inh
Cc1ncc(CO)c(CNc2ccc(Oc3ccccc3)cc2)c1O	-8.3	0.0	1.5	0.7	-5.5	i	-5.7	4.7	-5.1
CCc1ccc(-c2cc3c(=O)n(CC(=O)NCCCN4CCC(Cc5ccccc5)CC4)nc(C)n3n2)cc1	-11.3	-1.2	-0.8	-4.0	0.6	i	33.0	8.3	-9.4
CCc1nnc(NC(=O)c2cc(-c3ccccn3)nc3ccc(Br)cc23)s1	14.6	-9.5	1.0	0.4	-5.5	i	1.5	24.2	-13.8
COc1ccc(N2CC(C(=O)Nc3cc(C(F)(F)F)ccc3N3CCCC3)CC2=O)c(OC)c1 (stereo not given)	-5.3	0.9	-0.5	-2.5	-0.4	i	32.9	-0.1	-7.9
Cc1cccc(C(=O)OCC(=O)N(CC(C)C)c2c(N)n(Cc3ccccc3)c(=O)[nH]c2=O)c1O	-6.7	0.5	-0.9	1.0	-0.3	i	8.8	-8.3	-5.4
O=C(C1CCC1)N1CCc2cc(S(=O)(=O)N3CCN(c4ccccn4)CC3)ccc21	0.9	0.5	x	-7.9	-2.1	i	30.4	-6.8	-10.0
CC(=O)N1CCOc2ccc(S(=O)(=O)Nc3ccc(Cl)cn3)cc21	2.1	0.5	-1.1	-3.8	0.3	i	-3.8	0.6	-3.5
COc1cc(C(=O)NCC(=O)NCC(c2ccco2)N2CCCCC2)cc(OC)c1OC (stereo not given)	1.0	0.9	-1.1	-8.9	-2.0	i	1.2	-6.5	7.5
COc1cc(NS(=O)(=O)c2c(C)[nH]c(C)c2C(=O)N2CCCCC2)cc(OC)c1OC	-6.5	2.7	0.6	-10.0	1.5	i	-5.7	7.0	-3.9
CC(=O)Nc1ccc(-c2ccnc3c2CC(C)(C(=O)NCCc2ccccc2)O3)cc1 (stereo not given)	-6.8	-1.1	1.0	-1.9	0.6	i	-1.7	2.3	4.5
O=C(CSc1nnc(NC(=O)c2ccco2)s1)Nc1ccccc1F	-2.4	2.2	2.0	-2.4	-13.4	i	-2.9	-8.3	-0.1
COc1cccc(OCCCCSc2ncccn2)c1	-2.0	1.4	0.7	-1.5	-3.9	i	5.1	32.8	-9.3
CCOCc1nc2nc(Cl)c(Cl)nc2[nH]1	-19.7	-3.4	2.9	-2.2	2.9	i	-9.6	-7.1	-64.3
CCN1C(=O)[C@H]2[C@H]3CN=C(SCc4ccc(C#N)cc4)N3[C@@](C)(C(=O)OC)[C@H]2C1=O	2.5	0.4	-1.6	6.5	-9.2	i	-7.0	18.8	1.3
CN1CCN(S(=O)(=O)c2ccc(C#N)cc2)C(c2ccccc2)C1 (stereo not given)	-0.1	2.8	-1.5	-1.3	1.5	i	-2.0	-3.8	-6.8
O=C(Nc1ccccc1F)c1ccc(Cn2cc(Cl)cn2)cc1	1.7	0.9	-0.8	-2.2	3.9	i	0.0	-0.6	-0.3
COc1ccc(S(=O)(=O)N2CCC(NC(=O)C(Cc3cccc(OC)c3OC)NC(C)=O)CC2)cc1 (stereo not given)	-2.5	-0.2	0.1	-4.5	-6.2	i	-1.7	4.9	4.7
CCOc1cc(NC(=S)NCCCN(C)C)c(OCC)cc1NC(=O)c1cccs1	1.4	-2.7	0.5	-2.6	-12.3	i	-12.6	13.4	-12.1
CCCCCCCN1C=CC(=O)CC1	4.8	6.2	1.1	-3.4	-2.9	i	-6.0	-16.1	-17.9
CCS(=O)(=O)Nc1cc(C(=O)O)ccc1C	1.8	2.0	-0.3	-0.5	4.7	i	-6.2	-2.7	6.5
Nc1c(-c2ccc(Cl)cc2)cnn1-c1cc(C(F)(F)F)cc(C(F)(F)F)c1	3.4	-0.7	-1.1	-2.2	-0.2	i	-0.2	22.6	-11.8
O=C(CSc1nc2ccccc2o1)N/N=C/c1ccco1	1.6	4.3	-0.3	-2.2	-0.5	i	-4.5	1.8	9.3
CC1(C(=O)NS(=O)(=O)Cc2cccc(Cl)c2)CCN1C(=O)c1ccc(C2CCCCC2)cc1 (stereo not given)	1.2	-1.1	-0.2	-0.7	-1.8	i	0.7	11.0	-0.1
CC(=O)NC(c1ccccc1)c1cc(Cl)c2cccnc2c1O (stereo not given)	-0.3	12.2*	0.1	0.6	2.3	i	1.0	3.1	8.3
CCOc1ccc(CCNC(=O)Cn2ccc3ccccc3c2=O)cc1OCC	2.1	-2.9	1.0	-10.8	-3.1	i	-6.7	-4.4	-2.2
CCN1CCN(c2ccc(S(=O)(=O)N3CCOCC3)cc2NC(=O)/C=C/c2ccc(OC)cc2OC)CC1	1.1	-3.7	0.7	1.0	-4.1	i	1.6	-48.3	-0.8
Cc1ccc(N2CC(C(=O)Nc3ccc(S(=O)(=O)N4CCCC4)cc3)CC2=O)cc1C (stereo not given)	-3.5	0.4	-0.1	-2.1	-2.6	i	1.9	-2.8	3.3
CCCCn1c2c(c(=N)c3c1CCC3)CCC2	-10.4	-0.9	-0.7	0.0	-3.2	i	-5.8	-112.5	10.7
CCCCN(C)S(=O)(=O)c1ccc(C(=O)N=c2sc3cc(NC(C)=O)ccc3n2C)cc1	5.8	-2.5	1.2	-6.7	2.0	i	-15.9	-12.6	-21.3
CN(C)S(=O)(=O)c1ccc(C(=O)NCC(=O)N/N=C/c2ccco2)cc1	-4.7	5.5	-0.9	-4.4	-6.2	i	-9.2	12.5	5.5
N/C(=N\OC(=O)c1ccc(F)cc1)c1nonc1N	-4.1	-0.5	1.7	-2.5	7.7	i	-11.5	8.0	-23.8
COc1cc(NC(=O)CN(C)S(=O)(=O)c2ccc(-c3ccc(=O)[nH]n3)s2)cc(OC)c1	-2.5	-1.0	0.3	-1.8	1.8	i	-3.9	-14.0	-8.6
CCCCN(C(=O)CCC(=O)Nc1cc(C)on1)C(C(=O)NC1CCCC1)c1ccccc1OCC (stereo not given)	-5.2	1.3	0.2	-0.6	-4.8	i	3.2	10.8	-6.1
COc1cc(OC)cc(N2CCN(S(=O)(=O)c3ccc(-n4cnnn4)cc3)CC2)c1	1.3	3.2	0.6	-0.7	0.9	i	-9.2	3.3	6.8

Among those listed so far, six contain an NH in an aromatic ring.
SMILES	MT1-MMP act inh	Rin1 Abl inh	MsrA inh	MsrA act	CSN inh	Rpn11 block	FAS-TE inh	MLLE-PAM2 inh	eLon inh
Cc1[nH]c2ccccc2c1CCO	-7.3	-1.6	-0.1	1.7	2.5	i	-3.8	-8.3	4.5
O=C(CSC(=S)N1CCCC1)N/N=C/c1c(O)[nH]c(=S)[nH]c1=O	-9.3	2.7	5.2*	-1.3	-5.7	i	-3.1	-21.8	-60.5
Cc1cccc(C(=O)OCC(=O)N(CC(C)C)c2c(N)n(Cc3ccccc3)c(=O)[nH]c2=O)c1O	-6.7	0.5	-0.9	1.0	-0.3	i	8.8	-8.3	-5.4
COc1cc(NS(=O)(=O)c2c(C)[nH]c(C)c2C(=O)N2CCCCC2)cc(OC)c1OC	-6.5	2.7	0.6	-10.0	1.5	i	-5.7	7.0	-3.9
CCOCc1nc2nc(Cl)c(Cl)nc2[nH]1	-19.7	-3.4	2.9	-2.2	2.9	i	-9.6	-7.1	-64.3
COc1cc(NC(=O)CN(C)S(=O)(=O)c2ccc(-c3ccc(=O)[nH]n3)s2)cc(OC)c1	-2.5	-1.0	0.3	-1.8	1.8	i	-3.9	-14.0	-8.6
